MITF act – activators of MITF-driven TRPM1 promoter reporter, primary screen, cell-based, SK-MEL-5, luciferase, single point. 0.75% of 300,000 active. activation, % at 12.5 µM. SK-MEL-5 TRPM1-promoter luciferase, 24 h; % of positive control, neutral wells = 0;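 active means mean activation of at least 80% with every replicate also reaching 80%; inconclusive means mean reaches 80% but some replicate falls short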;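 further: 0% = neutral control wells and 100% = parthenolide positive control wells; values of inactives mirror those of a sister screen read the other way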
Wnt act – Wnt/beta-catenin pathway activators, primary screen, cell-based, plate reader, single point | Wnt/beta-catenin reporter cell assay, activator | activation, % at 9.35 µM | 1.2% of 300,000 active | AID 743398, 2014; in the data active means activation above about 30%, passing the limit was not always enough; inconclusive means no clear call, values can overlap the other calls;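 further: 0% = neutral control wells and 100% = positive control wells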
SR-BI uptake up – activators of SR-BI mediated DiI-HDL uptake, primary screen, ldlA[mSR-BI] CHO cells, DiI fluorescence | AID 504775, 2011 | 3 h; 100 = double the neutral-control signal | activation, % at 12.5 µM | 0.096% of 320,000 active;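 active means mean replicate activation of at least 60% and every replicate at or above 60%; inconclusive means mean or all-replicate condition met, but not both; inactive means mean below 60% and not all replicates reaching 60%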;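 further: 0% = median plate neutral-control signal and 100% = twice that signal; values of inactives mirror those of a sister screen read the other way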
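Material: SR-BI-overexpressing, LDLR-lacking CHO cells | Dosing: Single compound concentration, delivered by pin transfer | Probe or stimulus: Labelled HDL, 10 µg/mL | Signal: Bottom-read cell fluorescence after medium removal, ex 550/em 595 nm | Schedule: 3 h, 37 °C | Evaluation: HDL uptake via cellular fluorescence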
CAL PDZ FP-1 – CAL PDZ peptide-binding inhibitors, primary screen, biochemical, fluorescence polarization, Cer-tagged CAL PDZ, HTS; Golgi-associated PDZ and coiled-coil motif-containing protein (Homo sapiens), Q9HD26; purified CAL PDZ, TMR-peptide fluorescence polarization, 1 h; inhibition, % at 20 µM; 0.02% of 330,000 active; AID 504414, 2011;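 active means highest replicate inhibition of at least 40%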;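 further: plate controls were DMSO neutral control wells for no effect and unlabeled competitor peptide control wells for full effect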
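System: tagged CAL PDZ domain. Schedule: 1 h room-temperature incubation prior to read. Signal: fluorescence polarization (mP). Measure: percent inhibition from loss of millipolarization.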
phage Ecoli inh – growth loss of phage-infected E. coli, primary screen, RecBCD inhibitor project, absorbance, with phage, HTS | inhibition, % at 11.9 µM | 0.26% of 360,000 active | AID 651602, 2012; in the data active means inhibition above about 11%
SR-BI HDL uptake – inhibitors of SR-BI mediated HDL lipid uptake, primary screen, ldlA[mSR-BI] cells, fluorescence, single point; ldlA[mSR-BI] CHO cells, DiI-HDL uptake fluorescence, 3 h; 0.96% of 320,000 active; inhibition, % at 12.5 µM; AID 488896, 2010;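 active means mean replicate inhibition of at least 70% and a set share of replicates each scoring 70 or more; inconclusive means meets just one of the two criteria; inactive means fails both criteria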;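 further: 0% = median of neutral control wells and 100% = median of positive control wells; values of inactives mirror those of a sister screen read the other way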
Target sequence (Q61009 whole entry, looked up): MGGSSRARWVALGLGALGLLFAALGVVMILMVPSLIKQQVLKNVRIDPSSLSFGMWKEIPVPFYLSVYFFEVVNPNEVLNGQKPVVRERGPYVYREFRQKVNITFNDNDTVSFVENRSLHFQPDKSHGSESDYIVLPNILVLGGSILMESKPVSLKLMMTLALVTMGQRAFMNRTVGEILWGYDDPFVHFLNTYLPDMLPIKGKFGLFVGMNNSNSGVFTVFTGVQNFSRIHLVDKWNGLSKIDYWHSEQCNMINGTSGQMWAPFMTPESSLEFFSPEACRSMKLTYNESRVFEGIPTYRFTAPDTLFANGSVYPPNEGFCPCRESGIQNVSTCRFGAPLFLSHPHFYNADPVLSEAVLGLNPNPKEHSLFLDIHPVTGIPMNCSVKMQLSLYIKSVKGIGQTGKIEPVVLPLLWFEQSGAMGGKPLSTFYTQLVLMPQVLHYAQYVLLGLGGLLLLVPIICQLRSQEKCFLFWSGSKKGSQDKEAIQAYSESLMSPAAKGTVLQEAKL
Tat export inh – E. coli Tat export inhibitors, primary screen, MC4100, TorA-mCherry reporter, fluorescence, single point; inhibition, % at 10 µM; 0.036% of 340,000 active; AID 488895, 2010;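 active means mean replicate inhibition at least 50% and at least half of replicates individually reaching 50%; inconclusive means only one of the two criteria met; inactive means neither criterion met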;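 further: exported cargo escapes ClpAP degradation while cytoplasmic cargo is degraded and loses fluorescence; 0% = median of neutral control wells and 100% = median of NaSCN control wells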
AddAB inh – growth inhibition of E. coli expressing H. pylori AddAB, primary screen, AddAB inhibitor project, absorbance. 0.29% of 330,000 active. inhibition, % at 11.9 µM; in the data active means inhibition above about 12%;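 further: 0% = vehicle wells of infected cells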
Ecoli viability – E. coli V3065 growth inhibition, primary screen, counter-screen for AddAB inhibitor project, absorbance, OD600; 18 h; inhibition, % at 11.9 µM; 0.27% of 330,000 active;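 active means inhibition above the campaign's mean inhibition across all tested compounds plus 3 SD, cut at about 9.9% in these data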;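 further: uninfected addAB+ strain grown without phage in ampicillin broth; 0% = DMSO wells and 100% = ciprofloxacin 0.95 µg/ml wells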
CAL PDZ FP-2 – untagged CAL PDZ binding inhibitors, primary screen, biochemical, fluorescence polarization, HTS | inhibition, % at 24.9 µM | Golgi-associated PDZ and coiled-coil motif-containing protein (Homo sapiens), Q9HD26 | 0.92% of 300,000 active | AID 602252, 2012 | purified CAL PDZ, TMR-peptide fluorescence polarization, 1 h;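 active means mean inhibition of at least 30% with at least half of replicates also reaching 30%; inconclusive means no clear call, values can overlap the other calls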;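 further: 0% = DMSO neutral control and 100% = excess unlabeled competitor peptide PRC23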
An asterisk follows results filed as active. Rows are unselected; 3.6% or so of the library scored in one or more.

For COc1cc(/C=N\NC(C)=O)ccc1OC/C=C/c1ccccc1 the results were MITF act -8.9, Wnt act -6.5, SR-BI uptake up -24.8, CAL PDZ FP-1 0.1, phage Ecoli inh 3.2, SR-BI HDL uptake 24.8, Tat export inh -1.6 and CAL PDZ FP-2 0.0.
`C=CCn1cnc2c(oc3ccccc32)c1=O` gave MITF act 7.5, Wnt act 6.5, SR-BI uptake up 9.3, CAL PDZ FP-1 -0.1, phage Ecoli inh 1.7, SR-BI HDL uptake -9.3, Tat export inh -5.2 and CAL PDZ FP-2 -3.9.
Screening Cc1cccc(-c2nc3ccc(C(=O)NCCN4CCN(C)CC4)cc3nc2-c2cccc(C)c2)c1 returned MITF act -67.7, Wnt act 2.5, SR-BI uptake up -1.0, CAL PDZ FP-1 -4.2, phage Ecoli inh 0.0, SR-BI HDL uptake 1.0, Tat export inh 5.8, AddAB inh -2.3, Ecoli viability -2.5 and CAL PDZ FP-2 -6.3.
Screening CC1CCc2c(sc3nc(SCC(=O)O)n(-c4ccccc4)c(=O)c23)C1 (stereo not drawn) returned MITF act -5.2, Wnt act 3.0, SR-BI uptake up 31.4, CAL PDZ FP-1 -2.3, phage Ecoli inh -1.2, SR-BI HDL uptake -31.4, Tat export inh -3.1, AddAB inh 0.7, Ecoli viability -0.7 and CAL PDZ FP-2 -10.4.
For CCN(CC)c1ccc(NC(=O)c2ccccc2Br)cc1S(=O)(=O)Nc1ccccc1OC the results were MITF act -3.7, Wnt act -3.3, SR-BI uptake up -11.1, CAL PDZ FP-1 -0.7, phage Ecoli inh 4.5, SR-BI HDL uptake 11.1, Tat export inh 2.0, AddAB inh 0.5, Ecoli viability 0.2 and CAL PDZ FP-2 -7.0.
Cc1nnc(SCC(=O)c2ccc([N+](=O)[O-])cc2)s1 was read as MITF act -0.6, Wnt act -1.2, SR-BI uptake up -2.2, CAL PDZ FP-1 -0.1, phage Ecoli inh 2.6, SR-BI HDL uptake 2.2, Tat export inh -1.0, AddAB inh 4.5 and Ecoli viability 1.3.
`CCOc1ccc(S(=O)(=O)N(C)c2ccc(OCC(=O)Nc3ccccc3F)cc2)cc1` gave MITF act -18.8, Wnt act -3.8, SR-BI uptake up -8.6, CAL PDZ FP-1 -2.2, phage Ecoli inh 1.3, SR-BI HDL uptake 8.6, Tat export inh 1.0 and CAL PDZ FP-2 -4.7.
`CCn1nc(C)cc1C(=O)Sc1cccc(Br)c1` gave Wnt act 8.1, SR-BI uptake up 2.0, CAL PDZ FP-1 1.0, phage Ecoli inh 0.4, SR-BI HDL uptake -2.0, Tat export inh 2.8, AddAB inh -0.8, Ecoli viability -1.2 and CAL PDZ FP-2 4.3.
`CCOC(=O)c1sc(=S)n(C)c1NC(=O)c1ccccc1C` gave MITF act 18.5, Wnt act -1.7, SR-BI uptake up 6.3, CAL PDZ FP-1 -1.0, phage Ecoli inh -1.2, SR-BI HDL uptake -6.3, Tat export inh 2.3, AddAB inh 1.6, Ecoli viability -0.6 and CAL PDZ FP-2 -5.9.
For N#CC1=C2SCN(Cc3ccco3)CN2C(=O)CC1c1c(F)cccc1Cl (stereo not drawn) the results were Wnt act -0.1, SR-BI uptake up 17.2, CAL PDZ FP-1 -0.7, phage Ecoli inh 3.3, SR-BI HDL uptake -17.2, Tat export inh 11.2, AddAB inh -0.9 and Ecoli viability 0.8.
`COc1c(S(=O)(=O)NCCCn2ccnc2)ccc(Cl)c1Cl` gave Wnt act -0.4, SR-BI uptake up 9.9, CAL PDZ FP-1 -3.9, phage Ecoli inh 0.3, SR-BI HDL uptake -9.9, Tat export inh 2.6, AddAB inh 9.0, Ecoli viability 3.5 and CAL PDZ FP-2 -6.7.
Screening NC(=O)c1ccc(NC(=O)CCC(=O)N2CCN(S(=O)(=O)c3ccc(Cl)cc3)CC2)cc1 returned MITF act 6.5, Wnt act 0.8, CAL PDZ FP-1 -2.7, phage Ecoli inh 2.0, Tat export inh -8.8, AddAB inh 0.2, Ecoli viability -0.8 and CAL PDZ FP-2 -6.4.
`Cc1ccc(C)c(OCCC(=O)OCC(=O)N(C)c2c(N)n(Cc3ccccc3)c(=O)[nH]c2=O)c1` gave MITF act -9.9, Wnt act 2.5, SR-BI uptake up -28.2, CAL PDZ FP-1 -1.6, phage Ecoli inh 2.7, SR-BI HDL uptake 28.2, Tat export inh 6.7, AddAB inh 3.1, Ecoli viability -1.1 and CAL PDZ FP-2 -3.1.
For CC(=O)Nc1cc(N=Cc2ccc(O)cc2O)c(Cl)cc1Cl the results were MITF act -2.1, SR-BI uptake up -14.1, CAL PDZ FP-1 -0.3, SR-BI HDL uptake 14.1, Tat export inh -5.3, AddAB inh 4.1, Ecoli viability 1.9 and CAL PDZ FP-2 -0.4.
`COc1ccc(NC(=S)N2CCN(C)CC2)cc1` gave Wnt act 22.4, phage Ecoli inh 1.8, AddAB inh 1.0 and Ecoli viability 0.3.
Screening O=C1[C@@H]2[C@H](C(=O)N1Cc1cccnc1)[C@H]1C=C[C@@H]2C1 returned MITF act 5.5, Wnt act -2.5, SR-BI uptake up 2.9, CAL PDZ FP-1 -0.7, phage Ecoli inh 1.8, SR-BI HDL uptake -2.9, Tat export inh -6.7, AddAB inh 1.1, Ecoli viability 1.4 and CAL PDZ FP-2 6.2.
O=c1cc(SCc2ccccc2)nc[nH]1 was read as MITF act -4.4, Wnt act -8.0, SR-BI uptake up 2.7, CAL PDZ FP-1 -1.0, phage Ecoli inh -0.8, SR-BI HDL uptake -2.7 and Tat export inh 1.7.
`COc1cc(/C=N\NC(=O)CNC(=O)C2COc3ccccc3O2)ccc1O` (stereo not drawn) gave MITF act 0.3, SR-BI uptake up 7.1, CAL PDZ FP-1 0.2, phage Ecoli inh 1.2, SR-BI HDL uptake -7.1, Tat export inh -6.0, AddAB inh 3.2, Ecoli viability 0.7 and CAL PDZ FP-2 -5.9.
CC(C)CC1c2[nH]c3ccccc3c2CCN1CCCn1cccn1 (stereo not drawn) was read as MITF act -12.7, Wnt act 0.0, SR-BI uptake up -11.1, CAL PDZ FP-1 -1.4, phage Ecoli inh 3.6, SR-BI HDL uptake 11.1, Tat export inh -7.4, AddAB inh 2.2, Ecoli viability -1.1 and CAL PDZ FP-2 0.2.
Clc1ccc(C=NN2CCCCCC2)cc1 was read as MITF act 68.7, Wnt act inconclusive, SR-BI uptake up -9.0, CAL PDZ FP-1 -0.2, phage Ecoli inh -1.1, SR-BI HDL uptake 9.0 and Tat export inh 0.5.
`CCOC(=O)C1CCN(C(=O)c2ccc(CNS(=O)(=O)c3ccc(C)cc3)cc2)CC1` gave MITF act -3.0, Wnt act -0.6, SR-BI uptake up -4.1, CAL PDZ FP-1 0.0, phage Ecoli inh 1.5, SR-BI HDL uptake 4.1, Tat export inh 1.4, AddAB inh 0.3 and Ecoli viability 1.2.
Screening COC(=O)c1cc(S(=O)(=O)NCCc2ccccc2)c[nH]1 returned MITF act -2.1, Wnt act -0.4, SR-BI uptake up 24.6, CAL PDZ FP-1 -0.2, phage Ecoli inh 0.4, SR-BI HDL uptake -24.6, Tat export inh -3.9, AddAB inh -0.1 and Ecoli viability -0.9.
Screening O=C(NCc1ccco1)c1ccc(NS(=O)(=O)c2cccc(F)c2)cc1 returned MITF act -8.5, Wnt act -0.1, SR-BI uptake up -5.8, CAL PDZ FP-1 -2.5, phage Ecoli inh -2.9, SR-BI HDL uptake 5.8, Tat export inh 1.5, AddAB inh -0.1, Ecoli viability -0.9 and CAL PDZ FP-2 0.8.
Screening O=C(O)CSc1nnc(CNc2ccccc2Cl)n1-c1ccccc1 returned Wnt act -2.9, SR-BI uptake up -4.1, CAL PDZ FP-1 1.3, phage Ecoli inh 2.2, SR-BI HDL uptake 4.1, Tat export inh -5.0, AddAB inh 0.1, Ecoli viability -2.0 and CAL PDZ FP-2 -0.2.
For CC1=NN(C(N)=S)C(=O)C1N=Nc1cccc(C)c1 (stereo not drawn) the results were MITF act 50.4, Wnt act 24.7, CAL PDZ FP-1 -3.2, phage Ecoli inh 5.1, Tat export inh 5.7, AddAB inh 1.2, Ecoli viability -0.6 and CAL PDZ FP-2 -0.4.
For CCc1ccc2c(CSc3nnnn3C)cc(=O)oc2c1 the results were MITF act -4.0, Wnt act 1.2, CAL PDZ FP-1 -0.1, phage Ecoli inh -0.2, Tat export inh inconclusive, AddAB inh -0.1, Ecoli viability -2.6 and CAL PDZ FP-2 -10.9.
For Cc1nn(C2CCS(=O)(=O)C2)c(C)c1C=O (stereo not drawn) the results were MITF act 2.0, Wnt act -0.1, SR-BI uptake up 13.6, CAL PDZ FP-1 -0.2, phage Ecoli inh 3.2, SR-BI HDL uptake -13.6, Tat export inh -3.5, AddAB inh 3.8 and Ecoli viability 1.2.
`O=C(CCl)Oc1ccc2occ(C(=O)c3cccs3)c2c1` gave MITF act 44.3, SR-BI uptake up -0.3, CAL PDZ FP-1 -3.6, phage Ecoli inh -9.5, SR-BI HDL uptake 0.3, Tat export inh 1.3, AddAB inh 2.4, Ecoli viability -2.8 and CAL PDZ FP-2 -3.8.
For COc1ccc([C@H]2/C=C\CN(S(=O)(=O)c3ccc(C)cc3)[C@@H](C)C(=O)N2Cc2ccc(F)cc2)cc1 the results were MITF act 0.3, Wnt act -2.4, SR-BI uptake up -51.5, CAL PDZ FP-1 0.0, phage Ecoli inh 1.1, SR-BI HDL uptake 51.5, Tat export inh 1.5, AddAB inh 1.1, Ecoli viability -0.1 and CAL PDZ FP-2 -3.9.
Fc1ccc(Oc2nc(-c3ccccn3)nc3ccccc23)cc1 was read as Wnt act 0.8, phage Ecoli inh 0.2, AddAB inh -4.0 and Ecoli viability -5.5.
